Screening results deposited in PubChem BioAssay by National Center for Advancing Translational Sciences (NCATS).
GRP78 ERSR act: inducers of ER stress response in human glioma cells; U87-MG GRP78 promoter luciferase reporter, 16 h; Potency, µM, for the others: top-dose activation, actives largely listed as activators; 420,000 compounds, 0.02% hits; AID 602332; further: potency means the concentration at half of the fitted maximal effect; series mostly up to about 76 µM; % of control where 0% means no effect; nearly all actives have a fitted effect of over 35% in size
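Stably transfected U87-MG human glioma cells carrying a GRP78-based luminescent sensor were seeded at 1000 cells/well, pin-dosed with compounds and incubated 16 h. Luciferase reagent was then added, and end-point luminescence was read after 10 min at room temperature.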
Vif-A3G inh: blocks the Vif interaction with human APOBEC3G; HeLa A3G-eYFP + Vif (tagged APOBEC3G with the HIV-1 protein that degrades it), YFP fluorescence, overnight; Potency, µM (titrated, usually from 46.1 µM), for the others: at the top dose activity, negative = active, usual class: inhibitors; 410,000 compounds, 0.076% hits; AID 602310;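 further: potency means the concentration at half of the fitted maximal effect; on the % scale 0 is the no-effect control and ±100 the full control effect; nearly all actives have a fitted effect of over 60% in size; hits raise eYFP signal because A3G escapes Vif-driven loss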
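HeLa cells stably expressing Vif and C-terminally eYFP-tagged A3G, seeded overnight at 37 deg C, then exposed to compound by pintool overnight at 37 deg C. Rise in yellow fluorescence (Ex 488/Em 500-530, Acumen) marks blocked Vif-driven A3G degradation.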
TrxR1 substrate: is turned over as a substrate by rat TrxR1; AID 588456; Potency, µM (titrated, usually from 114 µM), for the others: at the top dose activity change, negative = substrate turnover; purified TrxR1 substrate turnover, NADPH consumption readout; 390,000 compounds, 0.01% hits; O89049; further: potency means the concentration at half of the fitted maximal effect; on the % scale 0 is the no-effect control and ±100 the full control effect; nearly all actives have a fitted effect of over 50% in size
Target sequence (O89049 whole entry, looked up): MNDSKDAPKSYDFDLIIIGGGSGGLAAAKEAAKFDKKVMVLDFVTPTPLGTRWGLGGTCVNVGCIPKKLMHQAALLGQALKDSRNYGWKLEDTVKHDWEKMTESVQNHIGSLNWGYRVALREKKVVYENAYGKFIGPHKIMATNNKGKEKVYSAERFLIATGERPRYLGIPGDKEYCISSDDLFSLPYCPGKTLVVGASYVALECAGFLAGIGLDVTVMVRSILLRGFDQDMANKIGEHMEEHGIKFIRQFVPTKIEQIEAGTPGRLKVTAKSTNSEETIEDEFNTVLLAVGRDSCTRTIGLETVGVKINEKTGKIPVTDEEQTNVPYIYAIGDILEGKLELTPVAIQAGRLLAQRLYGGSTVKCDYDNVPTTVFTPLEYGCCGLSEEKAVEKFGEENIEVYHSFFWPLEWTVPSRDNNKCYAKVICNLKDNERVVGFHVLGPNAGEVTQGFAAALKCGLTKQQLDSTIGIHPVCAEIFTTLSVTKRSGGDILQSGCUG
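Rat TrxR1, dispensed at 90 nM, was prereduced with 400 uM NADPH (final) for 5 min at ~22 deg C, then incubated with compound 15 min before 400 uM selenite. A first-read NADPH fluorescence drop versus no-compound background flagged substrates.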
Vif-A3F inh: blocks the Vif interaction with APOBEC3F. Potency, µM (top dose mostly 46.1 µM), for the others: at the top dose activity, negative = active. 390,000 compounds, 0.2% hits. HeLa A3F-eYFP + Vif (tagged APOBEC3F with the HIV-1 protein that degrades it), YFP fluorescence increase; further: potency means the concentration at half of the fitted maximal effect; % of control where 0% means no effect; nearly all actives have a fitted effect of over 65% in size
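Fluorescence increase (Ex 488/Em 500-530) after overnight compound treatment at 37 deg C flags inhibition of Vif-driven A3F-eYFP loss in stable HeLa A3F-eYFP/Vif cells seeded overnight beforehand.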
RXFP1 agonist: RXFP1 (human) receptor agonism; Q9HBX9; 370,000 compounds, 0.3% hits; AID 2676; Potency, µM (top dose mostly 57.5 µM), for inactives: top-dose activation, hits mostly activators; HEK293T-RXFP1 cAMP TR-FRET, 30 min; response scale: percent of porcine relaxin response, buffer zero; further: potency means the concentration at half of the fitted maximal effect; on the % scale 0 is the no-effect control and ±100 the full control effect; nearly all actives have a fitted effect of over 60% in size; many of its hits are not listed in these tables
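Agonist response is measured as cAMP accumulation in an RXFP1-transfected HEK293T line under PDE4 inhibition. Values are scaled between buffer-only and 29 nM porcine relaxin, and EC50s come from standard Hill equation fits.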
mIDH1 inhibitor: human IDH1 R132H inhibition. O75874. Potency, µM (top dose mostly 76.6 µM), without a hit: top-dose activity change, negative = inhibition, most hits filed as inhibitors. AID 602179. IDH1-R132H enzyme, NADPH consumption, diaphorase/resazurin fluorescence. 390,000 compounds, 0.093% hits; further: potency means the concentration at half of the fitted maximal effect; on the % scale 0 is the no-effect control and ±100 the full control effect; nearly all actives have a fitted effect of over 65% in size
Target sequence (O75874 whole entry R132H, stated change not applied): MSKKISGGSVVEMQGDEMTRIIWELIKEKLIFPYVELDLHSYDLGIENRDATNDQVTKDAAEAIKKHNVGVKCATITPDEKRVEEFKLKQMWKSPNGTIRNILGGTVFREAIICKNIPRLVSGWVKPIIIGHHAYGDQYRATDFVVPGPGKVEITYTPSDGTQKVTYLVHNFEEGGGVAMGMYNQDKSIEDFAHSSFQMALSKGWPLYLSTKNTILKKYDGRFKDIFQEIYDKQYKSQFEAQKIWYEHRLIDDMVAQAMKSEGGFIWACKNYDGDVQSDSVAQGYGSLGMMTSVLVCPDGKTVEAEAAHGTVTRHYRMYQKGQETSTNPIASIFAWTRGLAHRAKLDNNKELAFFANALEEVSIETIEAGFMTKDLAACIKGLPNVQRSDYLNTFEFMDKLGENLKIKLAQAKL
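IDH1-R132H (0.5 ug/mL dispensed) in pH 7.5 Tris buffer was preincubated 30 min with compound, then given a substrate mix of 0.016 mM NADPH and 2 mM alpha-KG for 80 min at room temperature; remaining NADPH was read by diaphorase/resazurin fluorescence.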
USP1-UAF1 inh: blocks the human USP1/UAF1 deubiquitinase complex | O94782 | recombinant USP1/UAF1, Ub-Rhodamine cleavage fluorescence | Potency, µM (series often up to 57.1 µM), without a hit: at the top dose activity change, negative = inhibition, usual class: inhibitors | 390,000 compounds, 0.23% hits | AID 743255; further: potency means the concentration at half of the fitted maximal effect; on the % scale 0 is the no-effect control and ±100 the full control effect; nearly all actives have a fitted effect of over 60% in size; inactives centre near -12
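USP1/UAF1 complex at 1 nM was preincubated with compound for 15 min at room temperature, then Ub-Rho substrate (150nM final) was added. Fluorescence (480/540 nm) was read kinetically, 6 reads every 60 seconds.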
PI4K2A block: inhibitors of human PI4K2A; Q9BTU6; purified PI4K2A, ADP-Glo luminescence, 1 h; hits give low values; activity change, negative = inhibition, % at 76.9 µM; 420,000 compounds, 0.13% hits; AID 1346378; in the data active means activity change below about -50%; inconclusive means mostly about -30% to -49%;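 further: -100% = wells without enzyme as full effect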
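ADP-Glo luminescence measured ADP generated by PI4K2A enzyme (4 ug/mL before mixing) with 1.2 mM PI substrate (pre-mix) and 300 microM ATP (pre-mix). Tris pH7.5 buffer with MgCl2, Triton X-100; 1 h reaction at ambient temperature.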
LDHA block: blocks human lactate dehydrogenase A; P00338; purified LDHA, NADH/diaphorase-resazurin fluorescence; hits give low values; activity change, % (values are at about 110 or 230 µM); 480,000 compounds, 0.15% hits; in the data active means activity change below about -30%; inconclusive means mostly about -25% to -30%;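 further: plate controls were DMSO wells for no effect and wells without enzyme for full effect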
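Human LDH5 at 2 nM final in Tris HCl pH 7.4 with 0.06 mM NADH and 0.2 mM pyruvate, reacted 5 minutes at room temperature. Remaining NADH coupled via diaphorase/resazurin; resorufin fluorescence read at 0 and 20 minutes, normalized to enzyme-free and DMSO wells.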
An asterisk follows results filed as active; ? = inconclusive; . = no result given; & = joins results of further samples; [ ] = remark or other dose. Unless noted, the call rests on the fitted dose curve; in most records, active means well fitted curve in the direction sought with a large enough effect; inconclusive means small, poorly fitted or top-dose-only effect, or another doubt; inactive means no such curve, though single readings can be large; an effect the other way counts as inactive or inconclusive. The list is partial; count on the stated rates, not on these rows.

smiles	GRP78 ERSR act	Vif-A3G inh	TrxR1 substrate	Vif-A3F inh	RXFP1 agonist	mIDH1 inhibitor	USP1-UAF1 inh	PI4K2A block	LDHA block
CSc1ccccc1OCc1cc(C(=O)NCCn2nc(C)cc2C)no1	4%	-3%	-9%	-2%	-2.7%	6%	-3%	-1	-7
CC(/C=N/NC(=O)c1cccc(F)c1)=C\c1ccccc1	-3%	?	-2%	3%	-1.4%	3%	-14%	-20	-3
C=CCn1c(SCC(=O)Nc2cccnc2Cl)nnc1-c1ccc(C(C)(C)C)cc1	7%	-2%	-5%	7%	0.0%	3%	-19%	-1	1
CCCc1cc(C(=O)NC(C)C2CCCO2)cs1 (stereo not drawn)	8%	-2%	-3%	1%	1.6%	-1%	-9%	6	-1
CCN(Cc1ccccc1)C(=O)c1oc2ccc(C)cc2c1C	-1%	0%	-3%[57.1 µM]	9%	-2.9%	0%	-14%	1	-3
COc1ccc(CNC(=O)CCCn2nc(C)c3c(C)n(-c4ccc(C)cc4)nc3c2=O)cc1	0%	-3%	8%	2%	0.7%	3%	-12%	-5	1
CCn1c(CN2CCCCC2)nc2cc(NC(=O)c3ccccc3[N+](=O)[O-])ccc21	-5%	-14%	-1%	-10%	1.1%	-6%	-27%	3	1
Cc1ccc(NC(=O)Cn2cccc2)cc1Cl	-5%	0%	13%	-3%	0.3%	7%	-11%	-6	-8

Not a retest: entries from further up.
smiles	GRP78 ERSR act	Vif-A3G inh	TrxR1 substrate	Vif-A3F inh	RXFP1 agonist	mIDH1 inhibitor	USP1-UAF1 inh	PI4K2A block	LDHA block
CC(/C=N/NC(=O)c1cccc(F)c1)=C\c1ccccc1	-3%	?	-2%	3%	-1.4%	3%	-14%	-20	-3
C=CCn1c(SCC(=O)Nc2cccnc2Cl)nnc1-c1ccc(C(C)(C)C)cc1	7%	-2%	-5%	7%	0.0%	3%	-19%	-1	1
CCCc1cc(C(=O)NC(C)C2CCCO2)cs1 (stereo not drawn)	8%	-2%	-3%	1%	1.6%	-1%	-9%	6	-1
CCN(Cc1ccccc1)C(=O)c1oc2ccc(C)cc2c1C	-1%	0%	-3%[57.1 µM]	9%	-2.9%	0%	-14%	1	-3
COc1ccc(CNC(=O)CCCn2nc(C)c3c(C)n(-c4ccc(C)cc4)nc3c2=O)cc1	0%	-3%	8%	2%	0.7%	3%	-12%	-5	1

Further entries follow.
smiles	GRP78 ERSR act	Vif-A3G inh	TrxR1 substrate	Vif-A3F inh	RXFP1 agonist	mIDH1 inhibitor	USP1-UAF1 inh	PI4K2A block	LDHA block
CCCN1C(=O)C(Cc2nc3ccccc3c(=O)n2-c2ccccc2)c2cc(C)ccc21 (stereo not drawn)	-4%	-7%	-11%&-12%	?	0.9%&0.6%	-1%	?	8&3	0&-2
O=C(Nc1ccccn1)C1CCN(S(=O)(=O)c2ccccc2)CC1	-3%	-2%	-1%	1%	0.9%	1%	-10%	0	-1
Cc1ccc(Oc2ncccc2C(=O)NC2CCSC2=O)cc1 (stereo not drawn)	-1%	-1%	5%[57.1 µM]	12%	-3.2%	4%	-16%	2	-7
COc1ccccc1CNc1nc(NCc2ccccc2SC)c2sccc2n1	-5%	-6%	.	.	.	.	.	3	-4
COc1cc(NC(=O)Cc2c(C(=O)O)n(C)c3ccccc23)cc(OC)c1OC	-4%	-4%	4%	-4%	2.2%	7%	-15%	-1	3
O=C(NCCSc1ncc(-c2ccccc2)[nH]1)c1ccco1	1%	0%	-3%	-21%	-0.1%	11%	-1%	11	-8
O=C(/C=C/c1ccco1)Nc1ccc(S(=O)(=O)N2CCOCC2)cc1	1%	-3%	1%	5%	1.5%	-9%	-19%	-3	-5
CCOC(=O)c1cccc(NC(=O)CCc2c(C)nn(-c3ccc(N4CCCCC4)nn3)c2C)c1	-2%	-3%	-4%[57.1 µM]	-2%	0.5%	33%	-3%	-5	0
CCN(CC(=O)Nc1c(F)cccc1F)C(=O)CCCc1cccs1	2%	1%	1%	-3%	1.1%	2%	-5%	1	-7
O=C(c1ccc2c(=O)n(Cc3ccc(Cl)cc3)c(=S)[nH]c2c1)N1CCCC1	0%	-1%	-4%	-4%	18%	-4%	-12%	-1	-16
CSC(C1CCCC1)n1nnc2ccccc21 (stereo not drawn)	-3%	-8%	-2%	-1%	1.4%	-8%	-22%	0	-1
O=C(C1CCC1)N1CCN(c2ccc(Cl)cc2)CC1	3%	0%	-6%	-6%	8.8%	2%	-12%	2	-6
COc1ccc(NS(=O)(=O)c2cccc(NC(=O)COc3ccccc3[N+](=O)[O-])c2)cc1	-3%	0%	9%[57.1 µM]	-6%	.	3%	-8%	-5	-1
O=C(Nc1ccc(-c2nc3ccccc3o2)cc1)c1cccnc1	2%	0%	-6%	4%	1.6%	-5%	-14%	-7	-8
O=[N+]([O-])c1ccc(Cl)c(/C=N/n2c(COc3ccccc3)n[nH]c2=S)c1	-3%	2%	-7%	?	-0.4%	0%	0%	-10	-4
O=C(Nc1cccnc1)c1cc(-c2ccc(Cl)cc2Cl)on1	-2%	-6%	2%[57.1 µM]	3%	?	12%	-18%	1	-6
COCCN(C(=O)COC(=O)C12CC3CC(CC(O)(C3)C1)C2)c1c(N)n(Cc2ccccc2)c(=O)[nH]c1=O	-1%	1%	.	0%	.	-5%	7%	-5	-4
COc1cccc(CC(=O)OCC(=O)NC2(C#N)CCCC2)c1	0%	1%	-9%	3%	0.3%	-2%	-1%	-2	-9
O=C(CCCn1c(SCc2cccc([N+](=O)[O-])c2)nc2ccccc2c1=O)NCC1CCCO1 (stereo not drawn)	-4%	0%	0%	6%	2.1%	-6%	-23%	2	-16
OCCNCc1ccc(-c2ccccc2)cc1	0%	-1%	4%	-9%	0.0%	0%	-10%	-4	-7
COc1ccc(NC(=O)Nc2cc(-c3cn4cccnc4n3)ccc2OC)cc1	1%	-1%	5%	5%	0.6%	-17%	?	-8	-4&-13
CC(C)OC(=O)c1ccc(NC(=O)c2ccccc2)cc1	6%	-1%	-14%	1%	-0.3%	3%	-4%	-6	-1
CCOc1cccc(C=NCCc2ccc(OC)c(OC)c2)c1O	-4%	3%	-4%	0%	-3.2%	-9%	-12%	-4	6
Cc1cccc(C)c1OCC(=O)Nc1ccc(S(=O)(=O)Nc2ccccn2)cc1	-4%	-5%	18%	4%	0.0%	-1%	-16%	-4	-7
COc1ccc2cc[nH]c2c1	-4%	4%	-9%	6%	-1.1%	1%	-13%	-1	0
O=C(COC(=O)c1ccccc1Br)NC1CCCCCCC1	3%	0%	-10%	-10%	.	5%	-16%	-3	-4
O=C(c1ccccn1)N(Cc1ccco1)C1(C(=O)NC2CCCC2)CCCCC1	0%	1%	7%[57.1 µM]	-19%	-1.0%	-3%	-20%	-1	-14
Cc1ccc(C(=O)Nc2ccn(C)n2)cc1	-6%	-5%	-7%	6%	1.4%	-8%	-9%	-4	-8
COc1ccc2[nH]c3c(=O)n(/N=C/[C@H]4C(C)C=C(C)CC4C)c(=O)[nH]c3c2c1 (stereo partly drawn)	2%	-21%	49%[activator]	1%	-1.3%	-10%	-21%	-4	-6
CCOc1ccc(NC(=S)N2CCC(c3ccc(C)cc3)C2)cc1 (stereo not drawn)	-6%	5%	10%	8%	3.0%	0%	-29%	-2	-6
CCN1CCN(C(=O)NC2CC(=O)N(c3ccc(OC)cc3)C2)CC1 (stereo not drawn)	-5%	-5%	0%	-1%	-1.4%	6%	-13%	-3	-7
N#Cc1cccnc1N1CCN(C(=O)c2[nH]c(C(F)(F)F)nc2-c2ccccc2)CC1	-3%	-4%	.	.	.	.	.	3	-2
N#C/C(=C(/O)CCl)c1nc2c(s1)CCc1ccccc1-2	?	?	3%[57.1 µM]	?	-1.9%	17%	-13%	-6	24
COc1cc(-c2ccc(NC(=O)c3ccc(C)cc3)c(OC)c2)ccc1NC(=O)c1ccc(C)cc1	2%	-1%	19%	-5%	4.0%	-2%	1%	5	-2

Individual results from the list:
For LDHA block, COc1ccc(NS(=O)(=O)c2cccc(NC(=O)COc3ccccc3[N+](=O)[O-])c2)cc1 reads -1
For GRP78 ERSR act, CC(C)OC(=O)c1ccc(NC(=O)c2ccccc2)cc1 reads 6%
